Screens: PubChem, The Scripps Research Institute Molecular Screening Center
pPAFAH FP inh = pPAFAH enzyme inhibitors, primary screen, biochemical, fluorescence polarization, human. Platelet-activating factor acetylhydrolase (Homo sapiens), Q13093. recombinant pPAFAH, FP-rhodamine probe fluorescence polarization. inhibition, % at 3.39 µM. hit rate 1.5% among 330,000. AID 463082, 2010;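 active means inhibition above the mean inhibition across the screen plus 3 SD, cut at about 25% in these data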;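 further: inhibitors block binding of the rhodamine activity-based probe so polarization drops; 0% = enzyme with DMSO and 100% = wells lacking pPAFAH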
Target sequence (Q13093 whole entry, looked up): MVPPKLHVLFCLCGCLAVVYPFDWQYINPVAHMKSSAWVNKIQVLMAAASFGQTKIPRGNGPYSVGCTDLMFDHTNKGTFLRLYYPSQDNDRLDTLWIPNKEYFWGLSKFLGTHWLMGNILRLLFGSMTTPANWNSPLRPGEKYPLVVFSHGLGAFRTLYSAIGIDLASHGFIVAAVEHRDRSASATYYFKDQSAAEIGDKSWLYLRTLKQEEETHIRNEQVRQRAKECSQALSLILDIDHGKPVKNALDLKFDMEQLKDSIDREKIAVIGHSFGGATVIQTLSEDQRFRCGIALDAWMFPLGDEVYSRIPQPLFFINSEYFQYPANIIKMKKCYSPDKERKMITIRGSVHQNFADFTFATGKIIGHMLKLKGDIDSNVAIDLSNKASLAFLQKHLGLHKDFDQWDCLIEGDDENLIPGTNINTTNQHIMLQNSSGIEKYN
LYPLA1 counter = LYPLA1 inhibitors, primary screen, counter-screen for PME1 inhibitor project, biochemical, fluorescence polarization, FP-Rh probe ABPP; Acyl-protein thioesterase 1 (Homo sapiens), O75608; recombinant LYPLA1; inhibition, % at 5.9 µM; hit rate 0.16% among 320,000; AID 2174, 2009;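 active means inhibition above the mean of all tested compounds plus 3 SD, set per campaign, cut at about 14% in these data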;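 further: inhibitors block serine hydrolase probe labeling of LYPLA1 so polarization falls; 0% = enzyme with DMSO and 100% = wells lacking LYPLA1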
PME-1 inh = PME-1 inhibitors via competitive probe labeling, primary screen, biochemical, fluorescence polarization, FP-Rh probe, HTS. inhibition, % at 5.9 µM. AID 2130, 2009. hit rate 0.53% among 320,000. recombinant PME-1. Protein phosphatase methylesterase 1 (Homo sapiens), Q9Y570;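 active means inhibition above the campaign mean of all compounds plus 3 SD, cut at about 26% in these data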;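 further: competitive labeling of PME-1 active site by serine hydrolase directed probe; 0% = PME-1 with DMSO and 100% = wells lacking PME-1 enzyme; inhibitors block probe labeling so polarization falls and inhibition rises; many of its hits are not listed in these tables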
Target sequence (Q9Y570 whole entry, looked up): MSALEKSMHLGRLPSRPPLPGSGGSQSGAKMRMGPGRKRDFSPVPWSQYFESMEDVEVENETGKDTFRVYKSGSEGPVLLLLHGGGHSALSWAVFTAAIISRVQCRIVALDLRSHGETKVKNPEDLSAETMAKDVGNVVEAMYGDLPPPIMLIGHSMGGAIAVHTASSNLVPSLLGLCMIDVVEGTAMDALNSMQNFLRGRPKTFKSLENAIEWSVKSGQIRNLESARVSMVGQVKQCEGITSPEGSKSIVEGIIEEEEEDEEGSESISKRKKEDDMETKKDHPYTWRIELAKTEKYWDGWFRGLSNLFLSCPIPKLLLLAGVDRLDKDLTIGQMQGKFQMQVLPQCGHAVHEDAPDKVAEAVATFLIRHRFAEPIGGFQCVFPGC
PAD4 FP inh = human PAD4 inhibitors, primary screen, biochemical, fluorescence polarization, 1536-well format. inhibition, % at 6.36 µM. recombinant PAD4, RCA probe fluorescence polarization. hit rate 0.41% among 330,000;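 active means percent inhibition above a cutoff equal to the mean of all tested compounds plus 3 SD, cut at about 15% in these data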;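 further: 0% = PAD4 with RCA probe and DMSO and 100% = probe without PAD4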
PAFAH1B2 FP inh = PAFAH1B2 enzyme inhibitors, primary screen, biochemical, fluorescence polarization, human | Platelet-activating factor acetylhydrolase IB subunit alpha2 (Homo sapiens), P68402 | recombinant PAFAH1B2, FP-rhodamine activity probe | inhibition, % at 3.39 µM | hit rate 1.2% among 340,000;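 active means inhibition above the mean of all tested compounds plus 3 SD, cut at about 24% in these data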;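 further: 0% = enzyme with DMSO and 100% = wells lacking PAFAH1B2; many of its hits are not listed in these tables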
PAFAH2 inh = PAFAH2 enzyme inhibitors, primary screen, biochemical, fluorescence polarization, human; recombinant PAFAH2, FP-rhodamine activity probe; hit rate 0.99% among 340,000; inhibition, % at 3.39 µM;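 active means inhibition above the mean over all tested compounds plus 3 SD, cut at about 30% in these data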;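 further: inhibitors block probe labeling of enzyme so polarization drops; 0% = enzyme with DMSO and 100% = wells lacking PAFAH2 protein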
GSTO1 inh = inhibitors of recombinant GSTO1, primary screen, counter-screen for RBBP9 inhibitor project, biochemical, fluorescence polarization. AID 1974, 2009. inhibition, % at 5.96 µM. Glutathione S-transferase omega-1 (Homo sapiens), P78417. activity-based probe fluorescence polarization. hit rate 1.1% among 300,000;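 active means inhibition above the campaign mean inhibition plus 3 SD, cut at about 35% in these data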;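 further: 0% = GSTO1-1 with DMSO and 100% = wells lacking GSTO1-1 enzyme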
Target sequence (P78417 whole entry, looked up): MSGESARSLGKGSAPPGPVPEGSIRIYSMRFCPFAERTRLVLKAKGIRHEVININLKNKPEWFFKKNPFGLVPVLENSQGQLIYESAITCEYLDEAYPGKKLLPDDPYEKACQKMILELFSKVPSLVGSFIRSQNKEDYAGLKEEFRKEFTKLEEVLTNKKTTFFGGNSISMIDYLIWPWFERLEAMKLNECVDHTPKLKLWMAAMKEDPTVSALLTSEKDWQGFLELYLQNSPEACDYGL
Fam108B inh = mouse Fam108B serine hydrolase inhibitors, primary screen, counter-screen for RBBP9 inhibitor project, biochemical, fluorescence polarization. recombinant Fam108B, FP-Rh probe fluorescence polarization. inhibition, % at 9.51 µM. hit rate 0.33% among 300,000. AID 1947, 2009;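 active means inhibition above the screen mean inhibition plus 3 SD, computed separately per campaign, cut at about 18% in these data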;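 further: inhibitors lower polarization as less probe binds the enzyme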
PAFAH1B3 inh = PAFAH1B3 enzyme inhibitors, primary screen, biochemical, fluorescence polarization, human; Platelet-activating factor acetylhydrolase IB subunit alpha1 (Homo sapiens), Q15102; hit rate 0.28% among 340,000; recombinant PAFAH1B3, FP-rhodamine probe; AID 492972, 2010; inhibition, % at 3.39 µM;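 active means inhibition above the screen-wide average of all tested compounds plus 3 SD, cut at about 25% in these data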;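 further: 0% = enzyme with DMSO only and 100% = wells lacking PAFAH1B3 protein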
Numbers without * were called inactive; . = not tested or not shown. A portion of the library. The share of hits here may be higher or lower than overall.

SMILES	pPAFAH FP inh	LYPLA1 counter	PME-1 inh	PAD4 FP inh	PAFAH1B2 FP inh	PAFAH2 inh	GSTO1 inh	Fam108B inh	PAFAH1B3 inh
COC(=O)c1ccc(OCC(=O)Nc2ccsc2C(=O)OC)cc1	2	0	-18	-2	2	-3	2	-7	4
Cc1cc(NC(=O)CSc2nc3ccccc3n2CC(=O)N2CC(C)CC(C)C2)no1 (centres undefined)	5	-3	-4	-5	1	1	5	0	2
O=C(NCCc1ccccc1)C1CCN(S(=O)(=O)N2CCCCCC2)CC1	4	1	-1	-3	2	-1	-3	-1	10
CC(=O)c1cccc(NC(=O)CCNS(=O)(=O)c2cccc3nsnc23)c1	-1	1	1	-5	7	-7	6	7	0
COc1cccc(C2N(c3cccc(Cl)c3)C(=O)C3CCCN32)c1 (centres undefined)	-1	2	3	-1	0	-5	3	-4	1
Cc1ccc2c(c1)SC1=NC(c3ccccc3)(C(F)(F)F)NC(=O)N12 (centres undefined)	1	-2	-6	2	.	.	0	-8	.
CC(NC(=O)c1cccc(OC2CCN(C(=O)C3CC3)CC2)c1)c1ccc(F)cc1 (centres undefined)	-6	0	-1	2	1	3	0	3	17
Cc1ccc(C)n1N1C(=O)/C(=C\c2ccc(Cl)cc2)SC1=S	20	-1	-2	-8	-12	-1	10	-4	4
CCn1c(N2CCN(CC(=O)c3c[nH]c4ccccc34)CC2)nc2c1c(=O)[nH]c(=O)n2C	1	0	-5	-4	-1	-1	6	-1	9
O=[N+]([O-])c1cccc(CN2CCC(Cc3ccccc3)CC2)c1	3	-2	1	1	2	-6	2	0	11
COc1cccc(=O)c2c(C)n(-c3ccc(C(=O)O)cc3)c(C)c12	37*	0	-17	3	2	10	30	18*	6
NC(=O)CSc1nnc(-c2cccs2)n1-c1ccccc1	3	1	4	-3	-4	4	5	0	0
COC(C[C@H]1O[C@@H]1[C@H](O)[C@H](C)OCc1ccccc1)OC	9	2	-1	-1	4	1	-1	2	9
COc1ccc(CNC(=O)c2ccc(N3CCCC3=O)cc2)cc1	1	-2	-3	1	10	-3	0	2	10
Cc1cc(C)c(NC(=O)CSc2nc3ncc(Br)cc3[nH]2)c(Cl)c1	2	-3	-3	5	0	1	22	-7	-3
O=C(NCCCN1CCOCC1)C(=O)c1c[nH]c2ccccc12	4	1	0	-1	2	-7	-2	-2	0
Cn1c(CO)cnc1-c1ccccc1	4	-2	-3	-1	-3	3	-2	-1	10
Cc1ccc(S(=O)(=O)NCCCNS(C)(=O)=O)cc1	4	0	0	2	3	-3	-2	1	1
NC(=O)COC(=O)c1sc2cc(F)ccc2c1Cl	3	-2	-2	-7	2	1	2	-4	5
CCOC(O)[C@H]1N[C@@H](c2ccc(Cl)cc2)[C@@H]([N+](=O)[O-])[C@@H]1c1ccccc1 (some centres undefined)	3	0	-8	-1	-7	-2	1	-6	7
O=C(CC1C(=O)NCCN1Cc1cccc(F)c1)NC1CCCCCC1 (centres undefined)	6	-1	-1	-2	7	6	-4	-1	0
COc1ccc2nc(Nc3nc(CSc4nnc(C)s4)cc(=O)[nH]3)nc(C)c2c1	1	-3	2	1	.	.	2	1	.
CN(C)CCCN(C(=O)COc1ccc(Cl)cc1)c1nc2cc3c(cc2s1)OCCO3	5	2	3	-3	3	7	18	-1	8
C/C(=C\C(=O)C(F)(F)F)Nc1cc(C)cc(C)c1	5	4	-2	-6	4	5	10	4	0
CCN(CC(=O)Nc1ccccc1C(F)(F)F)C(=O)c1cccc(S(=O)(=O)N2CCN(C)CC2)c1	-8	-1	4	2	5	3	-2	-4	-4
CCc1cccc(NC(=O)CN(C)C2=NS(=O)(=O)c3ccccc32)c1	-1	-2	-2	4	-1	-6	.	.	2
COc1ccc(S(=O)(=O)NC2CCCCC2)cc1-n1cnnn1	5	9	2	-1	2	2	11	6	4
COc1cccc(NC(=O)Cn2nnc(C(=O)NCc3cccs3)c2N)c1	7	1	-8	5	1	-1	1	-2	3
CCOC(=O)c1c(NC(=O)c2cc(C)on2)c2cc([N+](=O)[O-])ccc2n1C	5	-1	-7	3	.	.	7	1	.
CC(=O)Nc1ccc(S(=O)(=O)N2CCSC2c2ccc(Cl)cc2)cc1 (centres undefined)	1	-6	18	-4	22	-11	-2	-3	2
COc1cc(NC(=O)COc2ccc(-n3ccnc3)cc2)cc(OC)c1	1	-3	-6	-5	2	-3	2	-2	8
CC1(C)C(=O)Nc2ccccc2N1C(=O)CN1C(=O)C(=O)N(C2CCCC2)C1=O	8	-1	2	-1	2	1	-5	-3	1
COC(=O)Nc1nnc(-c2ccccc2OC)s1	2	-2	5	4	4	2	1	-2	1
COc1ccc(C)c(NC(=O)NCCc2cnc[nH]2)c1	5	2	-2	-3	-2	0	-2	1	5
O=C(NCCCn1ccnc1)c1cccc(Br)c1	6	1	-3	1	2	-2	-4	0	1
CN1CCN/C1=C(/C(Cl)=C(Cl)Cl)[N+](=O)[O-]	-3	-2	0	2	0	6	11	-2	-3
Cc1cc(Cl)ccc1OCC(=O)OCC(=O)c1c(N)n(C)c(=O)n(C)c1=O	1	-2	-3	27*	-4	2	.	.	-1
S=c1[nH]nc(CCc2ccccc2)n1-c1ccccc1	4	-5	-2	-2	-2	-3	5	-2	0
O=C(NCc1ccco1)C(=O)NCC1OCCN1C(=O)c1ccc(Cl)cc1 (centres undefined)	8	2	-2	5	3	-1	3	-4	10
COCCN(C(=O)COc1ccc(Cl)cc1)c1nnc(-c2cccnc2)s1	4	-1	3	-3	2	-6	-12	4	6
CS(=O)(=O)N(CC(=O)Nc1c(F)cccc1F)Cc1ccccc1	-4	4	0	0	0	1	3	3	8
CCOc1ccc(N2CC(C(=O)Nc3cccnc3)CC2=O)cc1 (centres undefined)	8	1	-1	-1	3	0	2	-6	-2
CCOC(=O)CNC(=O)c1cc2c(=O)[nH]c3ccc(C)cc3c2s1	-3	-1	-10	1	9	-13	-5	-8	2
Cc1cccc(C)c1NC(=O)/C(C#N)=C/c1ccc(-c2ccc(C(=O)O)cc2)o1	8	0	-3	-4	2	14	-8	-3	0
Cc1ccc(N2CCN(S(=O)(=O)N3CCCCC3)CC2)c(C)c1	1	0	0	-1	.	.	-1	3	.
O=c1[nH]c(=O)n(CCc2ccc(F)cc2)c(O)c1C=NCc1ccc2c(c1)OCO2	1	-3	-1	1	4	-13	4	-4	3
Cc1cccc(/N=C/c2sc3ccccc3c2O)n1	-3	-27	-48	-13	-8	-16	-37	-13	-11
CN1C(=O)C2(OCCCO2)c2ccccc21	4	-2	-2	-1	-3	1	4	5	2
Cc1cccc(CN2CCN(c3ncccn3)CC2)c1	7	7	-1	-5	-3	-1	1	-5	2
Cc1cc(C)nc(NC2=NCC(=O)N2c2ccc(Cl)cc2)n1	5	-1	-4	3	-4	-8	-6	1	9
COc1ccc(CCNc2oc(COc3ccccc3F)nc2C#N)cc1	5	-2	-1	5	11	-4	23	-4	4
CCOc1ccccc1C(=O)Nc1nncs1	0	1	-5	-2	-1	2	5	1	6
COc1ccccc1CNC(=O)COc1ccc(Br)c(C)c1	17	-1	9	6	7	0	-7	1	6
N#Cc1cc(C(=O)c2ccccc2O)cn(-c2nccs2)c1=O	15	-8	0	-8	2	15	0	8	9
CCc1ccc(C(C)NC(=O)c2ncn[nH]2)cc1 (centres undefined)	4	-1	2	2	7	7	3	-4	-1
COc1ccc(NC(=O)C(C)(C)Oc2ccc(Cl)cc2)cn1	0	2	-1	4	5	11	.	.	11
NC(=O)[C@@H]1CCCNc2c(F)cc([N+](=O)[O-])cc2C(=O)N[C@@H](CO)C(=O)N[C@@H](Cc2ccc(O)cc2)C(=O)N1	4	-7	0	1	0	-2	3	2	5
COc1ccc(C(OCC(O)CNCCc2ccc(S(N)(=O)=O)cc2)c2ccc(OC)cc2)cc1 (centres undefined)	9	-5	-8	-1	2	-5	-6	8	17
CSc1ccccc1NC(=O)c1cnc2sc(C)cn2c1=O	6	-3	-2	0	-1	-5	-1	-1	-5
C/C(=N\NC(=O)c1ccc2c(c1)OCO2)c1ccc2c(c1)OCO2	1	0	-1	-1	0	2	6	3	5

More records follow.
SMILES	pPAFAH FP inh	LYPLA1 counter	PME-1 inh	PAD4 FP inh	PAFAH1B2 FP inh	PAFAH2 inh	GSTO1 inh	Fam108B inh	PAFAH1B3 inh
CCOc1cc(NC(=S)NCCCOC)c(OCC)cc1NC(=O)c1cccs1	3	-3	6	2	-5	2	5	-3	14
CCOc1ccc(NCc2cccn2-c2nnc(N3CCC(C(=O)NCCCN4CCCCC4)CC3)s2)cc1	6	-1	3	-2	0	-4	7	0	0
Cc1c(C)n2c(SCC(=O)N3CC(C)OC(C)C3)nnc2[nH]c1=O (centres undefined)	3	0	-1	0	-2	-3	5	4	0
Cc1nnc(SCC(=O)Nc2sccc2C(N)=O)s1	-1	-3	-7	1	1	5	.	.	-4
CC(C)=CCC/C(C)=C/C=N/NC(=O)c1cccc([N+](=O)[O-])c1	9	-3	-6	1	-4	2	7	-2	12
O=C(CCN1CCN(C(c2ccccc2)c2ccccc2)CC1)N/N=C/c1ccc(O)cc1	1	0	-4	3	5	4	-4	3	9
COCC1COS(=O)(=O)NC1(C)C (centres undefined)	2	4	5	1	1	5	1	-3	3
Cc1ccc(OCC(=O)NC(C)c2ccccc2)cc1C (centres undefined)	0	2	2	1	9	5	8	0	6
COc1ccc(Cc2nc3ccc(S(=O)(=O)N4CCOCC4)cc3[nH]2)cc1OC	1	-3	-4	2	0	-6	-5	0	4
O=C(Nc1ccccc1)c1[nH]ncc1[N+](=O)[O-]	-6	-3	-1	-2	-2	-1	0	3	-7
CC1CCCC(NC(=O)CCn2c(=S)oc3ccccc32)C1C (centres undefined)	2	-2	0	-2	7	-5	-4	2	-2
Clc1ccc(C2=Nc3cc(Cl)ccc3OC2)cc1	-8	-2	-10	0	7	0	8	-3	7
O=C1CN(C(=O)CSc2nc3ccccc3n2CCc2ccccc2)c2ccccc2N1	1	-4	10	-1	4	3	-79	2	4
Cc1cc(Nc2ccccc2Cl)nc(-c2ccccc2O)n1	-5	-4	-5	-3	-3	-12	-8	-7	4
COc1ccccc1CNC(=O)C1Cc2ccccc2C(=O)O1 (centres undefined)	2	3	3	-3	-2	6	2	3	2
COc1ccccc1CCNC(=O)CNC(=O)Cc1cccc2ccccc12	4	2	-2	-4	6	-7	6	1	4
CCCC1(C(=O)OCC)NC(c2ccc(OC)cc2OC)C2C(=O)N(c3ccccc3)C(=O)C21 (centres undefined)	4	-1	3	-1	2	7	8	-2	7
